Screening results: PubChem BioAssay, NCI
NCI-60 one-dose screen, 48 h, at 10 µM unless noted. Numbers give growth in % (100 = growth as untreated, 0 = no growth, -100 = all killed).
HS 578T – HS 578T breast cancer; 78,000 compounds, 4.1% hits; AID 1794788
MCF7 – MCF7 breast cancer; AID 1794796; 82,000 compounds, 6.3% hits
MDA-MB-231 – MDA-MB-231 breast cancer; 81,000 compounds, 5% hits; AID 1794789
MDA-MB-468 – MDA-MB-468 breast cancer; 78,000 compounds, 8.5% hits
BT-549 – BT-549 breast cancer; 78,000 compounds, 4.4% hits
LOX IMVI – LOX IMVI melanoma. 79,000 compounds, 7.4% hits
MALME-3M – MALME-3M melanoma; AID 1794766; 78,000 compounds, 5.8% hits
T-47D – T-47D breast cancer. 79,000 compounds, 5% hits
* = called active by the depositor; / = no result given; & = joins results of further samples. The calls were made as follows: active = growth percent below 10; inactive = the rest.

Below each SMILES – HS 578T | MCF7 | MDA-MB-231 | MDA-MB-468 | BT-549 | LOX IMVI | MALME-3M | T-47D
CC1(C)OC2OC(COC(=O)c3ccccc3)C(OS(C)(=O)=O)C2O1 (stereo unspecified)
  118 | 98 | 106 | 101 | 101 | 93 | 101 | 93
Fc1ccc(-c2nnc(-c3c(-c4ccc(F)cc4)nc4ncccn34)o2)cc1
  115 | 92 | 122 | 89 | 100 | 96 | 121 | 95
O=[N+]([O-])c1cc[n+]([O-])cc1/C=C/c1ccccc1
  102 | 107 | 84 | 113 | / | 89 | / | 108
CC(C)c1nn(-c2ccccc2)c(-n2ccnc2)c1/C=N/NC(N)=S
  111 | 89 | 102 | 90 | 99 | / | 102 | 86
N#Cc1nc(-c2ccccc2)oc1N1CCN(S(=O)(=O)c2ccc(Cl)cc2)CC1
  98 | 72 | 98 | 80 | 90 | 94 | 94 | 77
Cn1cc(-c2csc(-c3c[nH]c4ccc(Br)cc34)n2)c2cccnc21
  96 | 66 | 74 | 18 | 106 | / | / | 57
NC12CC3CC(CC(C3)C1)C2
  100&103&107 | 106&91&100 | 109&116&103 | 109&93&107 | 108&125&90 | 103&94&98 | 118&113&109 | 106&111&101
C/C(=N\NC(=O)CSc1nc2ccccc2c(=O)n1CCc1ccc(S(N)(=O)=O)cc1)c1ccc(N)cc1
  92 | 87 | 94 | 91 | 88 | 88 | 84 | 77
COC(=O)CCC(=O)Nc1cc(Cl)ccc1Cl
  95 | 105 | 106 | 101 | 104 | 103 | 113 | 82
C=CCNc1nc2c(cc1C#N)c(C)nn2-c1ccccc1
  94 | 68 | 76 | 91 | 100 | 85 | 125 | 57
CN(C)CCC(O)c1ccccc1 (stereo unspecified)
  / | 95 | 110 | 105 | 99 | 104 | 107 | 107
COc1ccc(C2CC(c3cc4ccccc4oc3=O)=NN2c2ccc(S(=O)(=O)NC(=O)NCc3ccccc3)cc2)cc1OC (stereo unspecified)
  67 | 48 | 78 | 68 | / | 80 | 90 | 64
CC(=O)C[N+](C)(C)C
  98 | / | 122 | 107 | 107 | 94 | 87 | 103
O=C1Nc2ccccc2C1(N1CCCCC1)N1CCCCC1
  100 | 99 | 102 | 111 | 98 | 89 | 99 | 96
COC(=O)C1(CC(C)=O)NC(=S)NC(=O)C1C#N (stereo unspecified)
  96 | 97 | 104 | 96 | 108 | / | 103 | 108
C#CCOc1cccc(Nc2ncnc3c(NC(=O)CCl)cccc23)c1
  51 | 11 | -26* | -67* | 23 | -80* | -75* | -31*
C/C(=N\Nc1ccc([N+](=O)[O-])cc1[N+](=O)[O-])c1ccc(Br)cc1
  104 | 97 | 91 | 108 | / | 96 | 107 | /
NC(=O)NC1CCCCC1
  80 | 93 | 107 | 101 | 100 | 113 | 95 | 98
CCc1ccc(CNc2ccc(N3CCOCC3)c(C(=O)O)c2)cc1
  125 | 86 | 114 | 101 | 105 | 97 | 101 | 86
CC1(C)CC(=O)C2=C(C1)N(c1ccc(OC(F)(F)F)cc1)C(N)=C(C#N)C2c1ccc(F)cc1 (stereo unspecified)
  90 | 92 | 95 | 94 | 108 | 98 | 86 | 91
[2H]C1NC([2H])C(c2ccc(-n3cc4cccc(C(N)=O)c4n3)cc2)C([2H])C1[2H] (stereo unspecified)
  87 | 74 | 93 | 99 | 108 | 77 | 87 | 105
C[C@]12CC[C@@H]3c4cc(O)c(O)cc4CC[C@H]3[C@@H]1CC[C@@H]2O
  / | 18 | 48 | 72 | 38 | 40 | 17 | 30
COc1cc(O)c(OC)c(OC)c1OC
  101 | 104 | 106 | 111 | 106 | 103 | 100 | 108
CC(=O)Nc1cc2c(cc1Cl)Cc1cc(Cl)ccc1-2
  79 | 40 | / | -50* | 99 | 90 | 113 | 29
O=C1CC2C=CCN2C=C1NC(=O)c1cccs1 (stereo unspecified)
  112 | 101 | 109 | 104 | 99 | 96 | 92 | 93
COc1cc(C(=O)Nc2ccc3c(c2)OCO3)cc2c1OCCO2
  108 | 104 | 102 | 97 | 96 | 79 | 114 | 89
Nc1ccc(S(=O)(=O)c2ccc(N=Cc3ccccc3)cc2)cc1
  93 | 96 | 95 | 91 | 85 | 97 | 105 | 98
c1ccc2sc(Cc3nn[nH]n3)nc2c1
  112 | 76 | 83 | 87 | 99 | 96 | 96 | 94
CCNC(=S)NNC(=O)c1ccc2nc(-c3ccc(Cl)cc3)[nH]c2c1
  90 | 78 | 80 | 104 | 104 | 88 | 98 | 82
CCC(c1ccc(OS(=O)(=O)c2ccc(F)cc2)cc1)C(CC)c1ccc(OS(=O)(=O)c2ccc(F)cc2)cc1 (stereo unspecified)
  95 | 107 | 105 | 87 | 111 | 94 | 101 | 90

An excerpt from above, reduced to LOX IMVI.
structure,LOX IMVI
COc1ccc(C2CC(c3cc4ccccc4oc3=O)=NN2c2ccc(S(=O)(=O)NC(=O)NCc3ccccc3)cc2)cc1OC (stereo unspecified),80
CN(C)CCC(O)c1ccccc1 (stereo unspecified),104

New compounds follow
Below each SMILES – HS 578T | MCF7 | MDA-MB-231 | MDA-MB-468 | BT-549 | LOX IMVI | MALME-3M | T-47D
Nc1ccc(/C=C2\NC(=O)NC2=O)c(Cl)c1
  93 | 83 | 95 | 94 | / | 84 | 108 | 112
c1ccc(-c2n(Cc3ccc4ccccc4c3)cc[n+]2Cc2ccc3ccccc3c2)cc1
  / | -66* | -83* | -65* | -77* | -93* | -68* | -0.7*
COc1cc(-c2nc(-c3nnc(-c4cc(C(F)(F)F)cc(C(F)(F)F)c4)o3)c3ccccn23)cc(OC)c1OC
  88 | 96 | 104 | 94 | 117 | 98 | 128 | 93
CC#CCOCC1CNC(=O)O1 (stereo unspecified)
  111 | 96 | 108 | 93 | 116 | 95 | 108 | 95
COc1ccc(CSc2nc3ccc(Cl)cc3c(=O)n2-c2ccc(OC)cc2)cc1
  95 | 99 | 108 | 100 | 115 | 104 | 117 | 103
Cc1n[nH]c(=O)[nH]c1=O
  139 | 99 | 102 | 99 | 110 | 95 | 95 | 99
C#Cc1nc(C(C)=O)cs1
  104 | 91 | 103 | 91 | 98 | 95 | 105 | 101
CCc1cccc(C)c1NC(=O)c1sc2nc3c(cc2c1N)CCCC3
  60 | 86 | 89 | 84 | 89 | 90 | 87 | 81
O=C1C(Cl)=C(Nc2cccc3cc4ccccc4nc23)C(=O)c2ccccc21
  95 | 20 | 44 | 41 | 92 | 34 | 49 | 38
CC(C)(C)OC(=O)CN1CCc2c(sc3ncnc(N/N=C/c4cccc(Br)c4)c23)C1
  53 | 17 | 45 | 80 | 57 | 63 | 76 | 52
CCOC(=O)c1c(C)nc2c(c1N)/C(=C/c1ccco1)C(=O)N2Cc1ccccc1
  116 | 92 | 105 | 100 | 97 | 99 | 100 | 93
Cn1c(NCc2ccccc2)nc(N)c(N=O)c1=O
  88 | 93 | 92 | 95 | 81 | 96 | 100 | 89
O=C1C=CC(=O)N1c1ccc(Cc2ccc(N3C(=O)C=CC3=O)cc2)cc1
  95 | 89 | 90 | / | 96 | 96 | 88 | 90
O=C(O)CCSC(c1ccccc1)(c1ccccc1)c1ccccc1
  109 | 98 | 106 | 125 | 107 | 97 | 109 | 90
Cc1ccc(-c2csc(NC(=O)c3cc(-c4ccc(Cl)cc4)nc4ccc(Cl)cc34)n2)cc1
  104 | 65 | 71 | 92 | 105 | 93 | 103 | 63
O=C(O)c1ccc(NC2(C(=O)O)CCCC2)cc1
  111 | 99 | 99 | 100 | 102 | 99 | 121 | 109
Cc1noc(C)c1S(=O)(=O)n1nc(Nc2ccc(Cl)cc2)nc1N
  58 | 85 | 80 | 90 | 87 | 90 | 93 | 64
CCCCOC(=O)C(C)OC(C)=O (stereo unspecified)
  108 | 99 | 129 | 105 | 97 | 105 | 99 | 102
COC1=CC(c2ccc[nH]2)=N/C1=C\c1[nH]c(C)c(C(=O)OCc2ccccc2)c1C
  -37* | -76* | -65* | -83* | -14* | -91* | -77* | -73*
COc1cc(-c2nnc(SC/C(=N\O)c3ccccc3)o2)cc(OC)c1OC
  95 | 86 | 83 | 96 | 94 | 98 | 106 | 63
CC1C(=O)NN=C(c2ccc(N)cc2)c2cc3c(cc21)OCO3 (stereo unspecified)
  108 | 103 | 110 | / | 95 | 93 | 105 | 90
COc1c2c(c(OC)c3c1OCO3)C(c1ccccc1)=NC(C)C2 (stereo unspecified)
  77 | 98 | 103 | 79 | 92 | 100 | 103 | 89
CCOC(=O)C1(C)CCCC(C)C1=O (stereo unspecified)
  129 | 94 | 99 | 122 | / | 101 | 126 | 104
COc1ccc(-c2nc3sc4cc(OC)ccc4n3c2-c2nc3ncccc3[nH]2)cc1
  119 | / | 112 | 106 | 99 | 114 | 90 | 91
Cn1cccc1-c1cc(-c2ccccc2F)c(C#N)c(=O)[nH]1
  112 | 96 | 120 | 108 | 117 | 85 | 89 | /
COc1ccc2c(Cn3cc(CSc4nc5cc(Cl)ccc5o4)nn3)cc(=O)oc2c1
  97 | 97 | 107 | 102 | 101 | 97 | 115 | 93
CCOC(=O)c1sc(N)c(C(=O)OCC)c1C
  31 | 58 | 37 | 59 | 60 | / | 74 | 7.8*
C=CCN1C(=O)C2C3C=CC(C3)C2C1=O (stereo unspecified)
  118 | 101 | 104 | 118 | 110 | 118 | 138 | 100
C/C(=N\Nc1ncnc2c1c(C)nn2C)c1ccc(Br)cc1
  107 | 97 | 106 | 93 | 95 | 103 | 96 | 89
CCN(CC)C(=O)O/N=C(/C)c1ccccc1
  123 | 97 | 91 | 97 | / | 91 | 130 | 110

Part of the list above, field by field:
CC#CCOCC1CNC(=O)O1 (stereo unspecified)
  HS 578T: 111; MCF7: 96; MDA-MB-231: 108; MDA-MB-468: 93; BT-549: 116; LOX IMVI: 95; MALME-3M: 108; T-47D: 95
CCCCOC(=O)C(C)OC(C)=O (stereo unspecified)
  HS 578T: 108; MCF7: 99; MDA-MB-231: 129; MDA-MB-468: 105; BT-549: 97; LOX IMVI: 105; MALME-3M: 99; T-47D: 102
O=C(O)CCSC(c1ccccc1)(c1ccccc1)c1ccccc1
  HS 578T: 109; MCF7: 98; MDA-MB-231: 106; MDA-MB-468: 125; BT-549: 107; LOX IMVI: 97; MALME-3M: 109; T-47D: 90
Cc1n[nH]c(=O)[nH]c1=O
  HS 578T: 139; MCF7: 99; MDA-MB-231: 102; MDA-MB-468: 99; BT-549: 110; LOX IMVI: 95; MALME-3M: 95; T-47D: 99

Next part.
Below each SMILES – HS 578T | MCF7 | MDA-MB-231 | MDA-MB-468 | BT-549 | LOX IMVI | MALME-3M | T-47D
CC(=O)c1ccc(NC(=O)Cn2nc(C(F)(F)F)nc2N)cc1
  92 | 106 | 121 | 104 | 115 | 100 | 113 | 90
NC(=Nc1ccccc1)SCCCSC(N)=Nc1ccccc1
  89 | 91 | 79 | 86 | 93 | 87 | / | 70
COc1cccc(-c2nc3sccn3c2-c2ccccc2)c1
  96 | 72 | 85 | 67 | 103 | 92 | 117 | 90
COc1ccc(-c2cn3ccnc3c(-c3ccc4c(c3)ncn4C3CCCCC3)n2)cc1
  94 | 80 | 102 | 108 | 91 | 92 | 117 | 54
CC(=O)O[C@H]1CC[C@@]2(C)C(=CC[C@@H]3[C@@H]2CC[C@]2(C)C(c4cccnc4)=CC[C@@H]32)C1
  -7.4* | 46 | 86 | 26 | 63 | 63 | 73 | 47
CC(=O)NNC(=O)c1ccncc1
  119 | 107 | 108 | 112 | 117 | 94 | 118 | 103
O=[N+]([O-])c1cccc(-c2cc(CCCCO)on2)c1
  100 | 100 | 114 | 104 | 103 | 99 | 107 | 93

Compound profiles, as listed above. Order of values: HS 578T	MCF7	MDA-MB-231	MDA-MB-468	BT-549	LOX IMVI	MALME-3M	T-47D
CC(=O)c1ccc(NC(=O)Cn2nc(C(F)(F)F)nc2N)cc1 reads 92	106	121	104	115	100	113	90
CC(=O)NNC(=O)c1ccncc1 reads 119	107	108	112	117	94	118	103
